POLH inh: inhibitors of human DNA polymerase eta. Q9Y253. recombinant Pol eta, fluorescent DNA replication assay. Potency, µM (top dose mostly 114 µM), for inactives: top-dose activity change, negative = inhibition, most hits filed as inhibitors. 390,000 compounds, 1.2% hits; further: potency means the concentration at half of the fitted maximal effect; on the % scale 0 is the no-effect control and ±100 the full control effect
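Pol eta at 10 nM preincubated with compounds 15 min at room temperature; reaction started with fluorescent substrate (50 nM final) and read kinetically at 0 and 10 min.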
Pin1 inhibitor: inhibitors of human Pin1. Q13526. AID 504891. 390,000 compounds, 0.009% hits. Pin1 FP peptide displacement, HiFluor488, 10 min. Potency, µM (titrated, usually from 115 µM), inactives show top-dose activity, negative = inhibition, hits mostly inhibitors; active means well fitted inhibition curve with a large enough effect in the polarisation, with a control signal flat, not every such curve was filed as active; inconclusive means small, poorly fitted or top-dose-only effect, or effect the other way, or a change in a side signal; inactive means no such curve, though single readings can be large or run the other way; the % refers to the polarisation; further: potency means the concentration at half of the fitted maximal effect; on the % scale 0 is the no-effect control and ±100 the full control effect
Target sequence (Q13526 whole entry, looked up): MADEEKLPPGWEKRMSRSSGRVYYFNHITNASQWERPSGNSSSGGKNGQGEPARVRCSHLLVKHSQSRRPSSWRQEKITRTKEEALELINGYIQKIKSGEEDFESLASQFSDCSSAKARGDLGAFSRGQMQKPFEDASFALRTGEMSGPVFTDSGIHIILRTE
HP1b binding inh: HP1-beta chromodomain-methylated histone interaction inhibition; Potency, µM (titrated, usually from 114 µM), without a hit: at the top dose activity change, negative = inhibition, usual class: inhibitors; 390,000 compounds, 0.56% hits; AlphaScreen HP1-beta / biotin-H3K9me3 peptide binding; P83916; further: potency means the concentration at half of the fitted maximal effect; nearly all actives have a fitted effect of over 70% in size; inactives centre near 23
Target sequence (P83916 whole entry, looked up): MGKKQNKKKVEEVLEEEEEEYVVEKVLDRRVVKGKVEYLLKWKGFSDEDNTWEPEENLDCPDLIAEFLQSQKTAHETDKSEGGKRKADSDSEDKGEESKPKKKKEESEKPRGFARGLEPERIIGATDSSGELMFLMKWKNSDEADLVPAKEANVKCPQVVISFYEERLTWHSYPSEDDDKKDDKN
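HP1-beta protein (50 nM final) preincubated 30 min at room temperature with biotinylated H3(1-18)K9me3 peptide (50 nM) in PBS pH 7.4, 0.01% Tween-20, then compound added for 30 min. AlphaScreen streptavidin donor/nickel chelate acceptor beads (10 ug/mL final), 30 min dark, luminescence read.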
G9a inh: inhibitors of human histone lysine methyltransferase G9a | 350,000 compounds, 8.8% hits | Potency, µM (top dose mostly 102 µM), for the others: at the highest dose activity, negative = inhibition, actives largely listed as inhibitors | AID 504332 | Q96KQ7 | G9a H3K9 monomethylation, AlphaScreen, 2 h; further: potency means the concentration at half of the fitted maximal effect; on the % scale 0 is the no-effect control and ±100 the full control effect; nearly all actives have a fitted effect of over 75% in size
Target sequence (Q96KQ7 913-1193 limits assumed): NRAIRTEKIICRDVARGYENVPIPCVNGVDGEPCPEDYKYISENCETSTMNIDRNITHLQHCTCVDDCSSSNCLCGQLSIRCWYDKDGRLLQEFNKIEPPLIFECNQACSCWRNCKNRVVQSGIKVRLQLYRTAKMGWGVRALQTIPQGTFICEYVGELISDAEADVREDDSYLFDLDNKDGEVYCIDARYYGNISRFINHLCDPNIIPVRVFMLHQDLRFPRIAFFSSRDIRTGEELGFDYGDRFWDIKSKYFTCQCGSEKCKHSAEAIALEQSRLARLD
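Readings reflect AlphaScreen signal from monomethyl-H3K9 antibody detection. HMT at 20 nM; substrate b-H3K9 500 nM; cofactor SAM 20 uM; 2 h RT reaction; compounds tested as titrations in qHTS with 15 min preincubation.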
JMJD2A Tudor inh: blocks the human JMJD2A Tudor domain; AlphaScreen JMJD2A-Tudor / H3K4me3 peptide binding; Potency, µM (series often up to 114 µM), without a hit: at the top dose activity change, negative = inhibition, hits mostly inhibitors; 390,000 compounds, 4.4% hits; further: potency means the concentration at half of the fitted maximal effect; on the % scale 0 is the no-effect control and ±100 the full control effect; nearly all actives have a fitted effect of over 50% in size
PI4K2A inh: PI4K2A (human) kinase inhibition | activity change, negative = inhibition, % at 76.9 µM | Q9BTU6 | 420,000 compounds, 0.13% hits | purified PI4K2A, ADP-Glo luminescence, 1 h; hits give low values; in the data active means activity change below about -50%; inconclusive means mostly about -30% to -49%;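 further: -100% = wells without enzyme as full effect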
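ADP-Glo luminescence measured ADP generated by PI4K2A enzyme (4 ug/mL before mixing) with 1.2 mM PI substrate (pre-mix) and 300 microM ATP (pre-mix). Tris pH7.5 buffer with MgCl2, Triton X-100; 1 h reaction at ambient temperature.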
Tb PGK inh: T. brucei PGK inhibition | AID 602233 | 380,000 compounds, 0.043% hits | Potency, µM (series often up to 57.5 µM), without a hit: top-dose activity change, negative = inhibition, usual class: inhibitors | PGK/GAPDH coupled, Kinase-Glo luminescence, 60 min | P07378; further: potency means the concentration at half of the fitted maximal effect; on the % scale 0 is the no-effect control and ±100 the full control effect; nearly all actives have a fitted effect of over 60% in size
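Luminescent ATP detection (Kinase-Glo Plus) follows a 60-minute room-temperature incubation, with wells lacking PGK as controls. Buffer: 100 mM TEA (pH 7.6), 5 mM MgCl2, 0.01% Tween-20. Coupling enzyme GAPDH (100 nM final) supplies unstable 1,3-BPG in-well.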
BAZ2B block: blocks human BAZ2B; Q9UIF8; AlphaScreen BAZ2B-H3K14Ac peptide displacement; Potency, µM (top dose mostly 114 µM), inactives show top-dose activity change, negative = inhibition, most hits filed as inhibitors; 360,000 compounds, 4.4% hits; AID 504333; further: potency means the concentration at half of the fitted maximal effect; on the % scale 0 is the no-effect control and ±100 the full control effect; nearly all actives have a fitted effect of over 60% in size
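BAZ2B (50 nM) with biotin-H3(5-23)K14Ac peptide (50 nM) in PBS pH 7.4, 0.01% Tween-20, preformed 30 min, then compound 30 min at room temperature; top concentration 110uM. AlphaScreen streptavidin donor/nickel chelate acceptor beads (10 ug/mL final), 20 min dark, signal read.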
GLS inh: blocks human kidney-isoform glutaminase activity. O94925. GLS enzymatic activity, qHTS titration. Potency, µM (highest dose often 45.5 µM), for the others: top-dose activity change, negative = inhibition, actives largely listed as inhibitors. 410,000 compounds, 0.21% hits; further: potency means the concentration at half of the fitted maximal effect; on the % scale 0 is the no-effect control and ±100 the full control effect
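Human kidney-isoform GLS in 45 mM KH2PO4 pH 8.2, 0.02% Tween-20, with compound, started with 1mM L-Glutamine (added stock). Glutamate oxidase/HRP/Amplex red coupled fluorescence read at start and after 30 min at RT.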
An asterisk follows results filed as active; i = inactive; ? = inconclusive; / = not tested or not shown; & = joins results of further samples; [ ] = another dose, or the depositor's remark. Unless noted, the call rests on the fitted dose curve; in most records, active means well fitted curve in the direction sought with a large enough effect; inconclusive means small, poorly fitted or top-dose-only effect, or another doubt; inactive means no such curve, though single readings can be large; an effect the other way counts as inactive or inconclusive.

SMILES | POLH inh | Pin1 inhibitor | HP1b binding inh | G9a inh | JMJD2A Tudor inh | PI4K2A inh | Tb PGK inh | BAZ2B block | GLS inh
O=C(Nc1ccc(F)cc1)c1ccccc1CC[N+](=O)[O-] | -19% | 4% | 24% | 1%[59 µM] | 9% | 9 | -6% | 0% | -5%
COc1cc(Br)cc(/C=N/NC(=O)Cc2ccccc2)c1O | -6% | 2% | 36% | / | -16% | -10 | i | / | -23%
COC(=O)[C@H]1C[C@@H]1[C@H](NS(=O)(=O)c1ccc2ccccc2c1)c1ccccc1 | -15% | 1% | 37% | ? | -5% | 0 | -4% | -5% | -2%
O=C1CCCC/C1=N\Nc1ccc(OCc2ccccc2)cc1 | -2% | -5% | -6% | 40µM* | -29% | -8 | -4% | -23% | -6%
CSc1cc(C)n(-c2ccccc2)c(=S)c1C(C)=O | -25% | 8% | 30% | 1%[59 µM] | 2% | -10 | 0% | 6% | -2%
Cc1ccc(-n2ncc3c(NC(C)c4ccccc4)ncnc32)cc1 (centres undefined) | -17% | ? | 52%[activator] | 1%[59 µM] | 2% | -5 | i | 15% | 3%
O=C(O)CN1C(=O)COc2ccc(S(=O)(=O)N3CCCCCC3)cc21 | -10% | 2% | 32% | -48% | 10% | 1 | i | -4%[57.1 µM] | -10%
Cc1cc(C)cc(NC(=O)COC(=O)c2ccc3c(c2)OCCO3)c1 | -4% | -1% | 23% | 3%[59 µM] | -12% | 6 | i | 3% | -7%
COc1ccc(C(=O)Nc2ccc([N+](=O)[O-])cn2)cc1OC | ? | 8% | 29% | 11%[59 µM] | -8% | -4 | 6% | 2% | 1%
CCC(C(=O)NCc1ccco1)N(C(=O)CNS(=O)(=O)c1ccc(C)cc1)c1ccccc1OC (centres undefined) | -10% | 14% | 34% | 29%[59 µM] | -14% | 0 | i | -1% | -9%
CCN(CC)CCC(O)(c1ccccc1)C1CCCCC1 (centres undefined) | 7% | -1% | 24% | -3%[0.501 µM] | -7% | 1 | -7% | 8% | 6%
CC(C)C(OC(=O)c1ccc(Cl)nc1)C(=O)NC1CCCCC1 (centres undefined) | -23% | -6% | 21% | -5% | -12% | -3 | 4% | 9% | -3%
NC1=NC(=O)C(CC(=O)Nc2ccc3c(c2)OCO3)S1 (centres undefined) | -22% | 6% | 28% | 50µM* | -13% | -4 | -4% | -33% | 0%
Cc1ccc2oc3ccccc3c(=O)c2c1 | -2% | 0% | 53%[activator] | / | 20% | 0 | 9% | / | -1%
COC(=O)c1cc(S(=O)(=O)NCc2cc(OC)c(OC)c(OC)c2)cn1C | -16% | -1% | 43%[activator] | -12% | 0% | 2 | 3% | -7%[57.1 µM] | -4%
O=c1[nH]cc(S(=O)(=O)N2CCN(c3ccc(F)cc3)CC2)c(=O)[nH]1 | -4% | / | / | / | / | -6 | i | / | 16%
CCOC(=O)CSc1nc2c(sc(=S)n2-c2ccccc2OC)c(=O)n1Cc1ccco1 | -5% | 22% | -13% | 45µM* | -33% | -1 | -4% | -37% | 8%
CC(=O)c1c(C)oc2ccc(N(C(C)=O)S(=O)(=O)c3cccc4cccnc34)cc12 | -9% | 2% | 23% | -7%[12.7 µM] | -9% | 3 | i | -3% | 3%
C=CCNC(=O)c1onc(CSc2cccc3ccccc23)c1C(=O)O | 12% | 2% | 27% | 5%[0.501 µM] | -26% | 2 | 2% | -23% | -2%
CCOC(=O)N1CCN(CC(=O)Nc2nc3ccc(OC)cc3s2)CC1 | -10% | -6% | 25% | / | -1% | -1 | -9% | 3% | -3%
NC(=S)NN=Cc1nccc2c(N)cccc12 | ? | / | / | / | / | -11 | -13% | / | 27%
Cc1cc(-c2ccc(S(=O)(=O)N(C)c3ccc(C)c(C)c3)s2)on1 | -6% | 43%[activator] | 50%[activator][57 µM] | 53%[activator] | -4% | -5 | i | 3% | -1%
CCCN1CCC(NC(=O)Nc2ccccc2C(=O)OC)CC1 | 0% | -3% | 20% | 3%[59 µM] | -5% | 4 | 6% | 0% | -2%
COc1ccc(/C=C2\N=C3CCCCCN3C2=O)cc1 | -21% | -2% | 25% | ? | -14% | 6 | i | -6% | 5%
COc1ccccc1CNC(=O)COC(=O)c1ccccc1-c1ccccc1 | -6% | 8% | 24% | 0% | 6% | -6 | 0% | 9% | 7%
COc1ccc(-c2nc(SCC(=O)Nc3cccc(S(N)(=O)=O)c3)n[nH]2)cc1 | -3% | -3% | 18% | ? | -11% | -1 | -5% | 7% | 1%
S=c1nc(-c2cc(Cl)cc(Cl)c2)[nH][nH]1 | 4% | -6% | -1% | 22µM* | 79µM* | -8 | -3% | -5% | 4%
O=C(CSc1nnc(Cn2nnc3ccccc32)o1)Nc1cccc(Cl)c1 | -9% | -2% | 15% | 26%[12.7 µM] | -14% | -2 | -4% | -11% | 7%
O=C(COC(=O)c1ccc(Cl)nc1)Nc1cccnc1Cl | 1% | 2% | 3% | 13%[0.501 µM] | -12% | 0 | 7% | -3% | -8%
COCCOC(=O)C1=C(C)Nc2nc(C)nn2C1c1ccc(F)cc1 (centres undefined) | -9%&-9% | -2%&2% | 1%&47% | ? | -10%&2% | 4&-7 | 2% | ? | 21%&-10%
CC1CCN(CC(=O)Nc2cc(C(F)(F)F)ccc2Cl)CC1 | -4% | -1% | -8% | 10% | -10% | 4 | i | 9% | 5%
Cc1cc(Cl)ccc1OCCCC(=O)NCCc1nnc2ccccn12 | -9% | -1% | 63%[activator] | 6% | 0% | -5 | i | -5%[57.1 µM] | -4%
CCc1nn(CC(=O)N2CCN(c3cccc(C)c3)C(C)C2)c(=O)c2cc3sccc3n12 (centres undefined) | 2% | 6% | 39% | ? | -24% | -2 | -5% | 22% | 0%
CO/N=C/NC(=O)c1c(OC)ccnc1Oc1ccccc1 | -2% | 1% | 23% | 12%[59 µM] | -12% | -3 | -10% | 25% | 7%
O=C(NCCCN1CCN(c2ccccc2F)CC1)C1CC(=O)N(C2CCCC2)C1 (centres undefined) | -17% | -6% | 23% | 9% | -8% | -1 | -11% | 8% | 5%
Cn1c(CCN2CCOCC2)nc2cc(NS(=O)(=O)c3ccccc3)ccc21 | -1% | 2% | 7% | 22% | -15% | 4 | 1% | -13% | -16%
CC(Oc1ccc(F)cc1)C(=O)N(CCC1=CCCCC1)c1c(N)n(Cc2ccccc2)c(=O)[nH]c1=O (centres undefined) | -12% | 6% | 23% | -50% | -28% | -2 | -7% | -6% | 0%
CCC(C(=O)Nc1sc(C(N)=O)c(C)c1C(=O)OC)c1ccccc1 (centres undefined) | -13% | 18% | 17% | ? | -10% | -2 | -5% | -22% | 18%
CCCCN(c1ccccc1)c1ncnc2c1cnn2-c1cccc(C)c1 | -2% | -5% | 55%[activator] | 8%[59 µM] | -13% | -1 | -2% | 5% | -10%
C=CCn1c(SCC(=O)Nc2nc3ccccc3s2)nnc1-c1ccccc1O | -14% | -5% | 4% | ? | -34% | 5 | -8% | 2% | 13%
COc1ccc(CC/C(C)=N\NC(N)=O)cc1 | -11% | -5% | 24% | 3%[59 µM] | -4% | 3 | i | 4% | -8%
Cc1sc2ncnc(N3CCOCC3)c2c1C | 6% | -2% | 19% | -3%[59 µM] | -13% | 2 | 0% | 4% | -2%
Cc1nc(-n2[nH]c3c(c2=O)CCCC3)[nH]c(=O)c1Cc1ccccc1 | 11% | ? | -5% | 52%[activator][59 µM] | ? | 0 | -10% | ? | 1%
CN(C)S(=O)(=O)N1CCN(S(=O)(=O)c2ccc3ccccc3c2)CC1 | -8% | -8% | 26% | -12% | -7% | 1 | 10%[11.5 µM] | ? | 0%
Cc1ccc(/C=N/n2c(-c3cccs3)n[nH]c2=S)cc1 | -17% | 7% | 5% | 0.45µM* | 50µM* | -3 | -10% | -26% | -15%
CS(=O)(=O)c1ccc(Cl)c(NC(=O)c2ccc(-n3cncn3)c([N+](=O)[O-])c2)c1 | 4% | / | / | / | / | -2 | -9% | / | 9%
CCCC12CN3CC(CCC)(CN(C1)C3C(O)C(O)C(O)CO)C2=O (centres undefined) | 0% | -1% | 8% | 47%[12.7 µM] | -17% | -6 | -3% | -6% | 9%
C=C[C@H]1[C@H](O[C@@H]2O[C@H](CO)[C@@H](O)[C@H](O)[C@H]2O)OC=C2C(=O)OCC[C@]21O | -14% | -2% | 34% | / | -2% | -3 | 0% | / | 3%
O=C(NCc1ccc(F)cc1)C(c1ccco1)N(C(=O)c1csnn1)C1CC1 (centres undefined) | -16% | 3% | 28% | 11% | 1% | -3 | -3% | 1% | -6%
CCN(c1ccccc1)S(=O)(=O)c1cc(NC(=O)C2CC2)ccc1Cl | -26% | -1% | 53%[activator] | / | -2% | 3 | -9% | / | -8%
Cc1ccc(S(=O)(=O)Oc2cccc(N3C(=O)C4CC=CCC4C3=O)c2)cc1 (centres undefined) | -7% | 1% | 64%[activator] | 5%[59 µM] | -14% | -1 | -1% | 5% | -2%
CCOc1ccc(-n2cnc3sc4c(c3c2=O)CCCC4)cc1 | -9% | 2% | 14% | 13% | -5% | -5 | 1% | -4% | 4%
FC(F)(F)c1cc(-c2ccco2)nc(NCc2ccc(Cl)cc2)n1 | -13% | 7% | 167%[activator] | 58%[activator] | 57%[activator] | 0 | -8% | 50%[activator] | -12%

Only part of the results is shown. The share of hits here may be higher or lower than overall.
